Bioassay records from PubChem BioAssay.
Dengue-2 NS5 capping: flavivirus cap methylation enzyme inhibition – biochemical, confirmation dose response, primary screen (AID 588689); 0.3% of 340,000 active; inhibition, % at 25 µM, or IC50 in µM where a hit was titrated; Dengue-2 NS5 methyltransferase capping enzyme assay, biochemical; higher % means a stronger effect; in the data active = a potency from the dose series; inconclusive = inhibition above about 29% without an active follow-up result
Rac1 GTP hydrolysis: MgcRacGAP GTPase-activating activity inhibitors, confirmation, biochemical, ADP Hunter fluorescence; MgcRacGAP-stimulated Rac1 GTP hydrolysis, ADP Hunter fluorescence; higher % means a stronger effect; GST-tagged Rac1 F28L mutant substrate; inhibition, % at 30 µM, or IC50 in µM where a hit was titrated; 0.6% of 340,000 active; AID 624330;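 active = first-screen hits whose inhibition reached a set limit at any dose in the follow-up dose series; inconclusive = inhibition above the set first-screen limit but never retested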;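 note: fluorescence reports GDP produced by GAP-driven GTP hydrolysis; strong numbers were not always called active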
Salmonella PhoP GFP: inhibitors of PhoP regulon expression, primary screen, Salmonella Typhimurium, GFP reporter (AID 1863); S. Typhimurium PhoP-regulated promoter GFP reporter, 4 h; higher % means a stronger effect; one-dose inhibition, % at 50 µM; IC50 in µM for titrated hits; 0.16% of 300,000 active;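 active = inhibition over 29.93%, a cutoff 3 SD above the screen mean, later confirmed by dose response; inconclusive = inhibition over 29.93% but no dose response follow-up; inactive = inhibition at most 29.93% or unconfirmed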;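 note: 0% = low Mg2+ inducing control and 100% = high Mg2+ repressing control; strong numbers were not always called active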
GPR55 antagonists: GPR55 antagonists blocking LPI-driven arrestin recruitment, primary screen, imaging, U2OS, beta-arrestin-GFP, LPI agonist (AID 2013); U2OS GPR55 beta-arrestin-GFP translocation imaging, LPI antagonism; higher % means a stronger effect; inhibition, % at 10 µM, or IC50 in µM where a hit was titrated; 0.13% of 290,000 active;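 active = spots per cell inhibited over 60%, with over 100 cells counted and total cytoplasm intensity under 500,000; inconclusive = wells with under 100 cells, flagged as likely toxic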;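 note: U2OS cells stably carrying GPR55 and arrestin-GFP stimulated by 5 µM LPI near EC80; imaged beta-arrestin-GFP aggregate spots per cell after agonist stimulation; plate controls were LPI-stimulated DMSO wells for no effect and DMSO wells without LPI for full effect; some results filed as inactive read as strong as hits; confirmed hits need IC50 under 10 µM and bright autofluorescent wells are also inconclusive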
HIV fusion peptide: cell-free HIV fusion peptide-binding blockers – biochemical, uHTS, fluorescence dequenching, primary screen (AID 1986); cell-free peptide binding, fluorescence dequenching, 30 min; higher % means a stronger effect; inhibition, % at 20 µM, or IC50 in µM where a hit was titrated; 0.3% of 290,000 active; in the data active = inhibition mostly above about 52%, no sharp cut-off; inactive = mostly below about 76%; note: some results filed as inactive read as strong as hits
K1F lysis inhibition: protection from phage-mediated lysis, alamar blue read-out – E. coli UTI89, K1F phage, bacterial capsule biogenesis inhibitors (AID 488966); 0.02% of 340,000 active; E. coli UTI89 K1F phage lysis, alamar blue, 2 h; higher % means a stronger effect; one-dose inhibition, % at 100 µM; IC50 in µM for titrated hits;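 active = phage lysis inhibition, versus mean bacterial control, above a set limit; inconclusive = no clear call, values can overlap the other calls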;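 note: capsule biogenesis inhibitors block K1F phage lysis so surviving cells raise fluorescence; higher fluorescence means more inhibition of phage lysis; actives were called in the ten point dose series up to 300 µM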
Large T inhibition: TAg ATPase/helicase activity blockers – biochemical (AID 1903); SV40 large T antigen ATPase/helicase inhibition assay; higher % means a stronger effect; 0.39% of 310,000 active; one-dose inhibition, % at 20 µM; IC50 in µM for titrated hits; in the data active = a potency from the dose series; inconclusive = inhibition mostly from about 32% at the one dose, without a potency; inactive = the rest, 99 in 100 with inhibition below about 32%; note: strong numbers were not always called active
GPR35 arrestin U2OS: GPR35 antagonists blocking zaprinast-driven arrestin recruitment, primary screen, imaging, U2OS, beta-arrestin-GFP, zaprinast agonist (AID 2058) | U2OS GPR35 beta-arrestin-GFP translocation imaging, zaprinast antagonism; higher % means a stronger effect | 0.052% of 290,000 active | inhibition, % at 10 µM; hits with a dose series show IC50 in µM;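 active = inhibition of at least 50% with at least 30 cells and total cytoplasm GFP at most 10,000,000; inconclusive = under 30 cells or total GFP of 10,000,000 plus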
RSV antiviral HEp-2: RSV antiviral activity via CPE protection, HEp-2 cells, primary 10 µM value included (AID 2391). 0.13% of 310,000 active. CPE inhibition, % at 10 µM, or IC50 in µM where a hit was titrated. HEp-2 cells, RSV-induced CPE inhibition; higher % means a stronger effect; in the data active = a potency from the dose series; inconclusive = CPE inhibition mostly from about 23% at the one dose, without a potency; inactive = the rest, 99 in 100 with CPE inhibition below about 21%; note: strong numbers were not always called active
Dengue-2 NS5 capping pilot replicate: recorded beside Dengue-2 NS5 capping, whose call it bears; inhibition, %; measured here: pilot screen replicate inhibition
An asterisk follows results filed as active; ? = inconclusive; nt = not tested or not shown; & = joins results of further samples; [ ] = another dose, or the depositor's remark.

SMILES | Dengue-2 NS5 capping | Rac1 GTP hydrolysis | Salmonella PhoP GFP | GPR55 antagonists | HIV fusion peptide | K1F lysis inhibition | Large T inhibition | GPR35 arrestin U2OS | RSV antiviral HEp-2 | others
CCOC(=O)C1CCCN(C(=O)c2cc(CN3C(=O)c4ccccc4C3=O)ccc2OC)C1 (centres undefined) | -11% | 3% | -2% | nt | nt | -1.4% | 7% | nt | 1.4%
Cc1c(Cl)cnc(NC(=O)COC(=O)Cc2coc3ccc4ccccc4c23)c1Cl | -4% | 10% | -4% | 17% | 6.8% | 1.3%[50 µM] | 5% | 6% | 3.3%
O=C(CN1CCN(C(=O)C2CCCO2)CC1)Nc1ccc(Cl)cc1 (centres undefined) | 0% | 7% | -7% | 6% | -0.1% | -1.2%[50 µM] | 11% | -18% | 0.8%
COc1cc(C)c(Cl)cc1S(=O)(=O)NCc1ccco1 | -3% | 3% | -2% | 33% | 1.0% | 0.5% | 6% | 1% | 0.8%
CC1CC(C(F)(F)F)n2ncc(C(=O)O)c2N1 (centres undefined) | 1% | 6% | -5% | 2% | -4.2% | 6.5% | 20% | -8% | 0.6%
COc1ccc(NC(=O)CSc2nc3[nH]c(=O)cc(O)c3s2)cc1OC | 2% | 4% | nt | nt | nt | 0.2%[50 µM] | nt | nt | 0.5%
O=C(CSc1nnc2n(C3CCCCC3)c(=O)c3ccccc3n12)OC1CCCCC1 | -5% | 5% | 32% | 1% | 1.5% | 1.7% | 0% | -3% | 0.7%
COc1cccc(NC(=O)CN(C)C(=O)c2ccc(NC(=O)CC3SC(N4CCCCC4)=NC3=O)cc2)c1 (centres undefined) | -7% | 12% | -1% | nt | nt | 1.2%[50 µM] | 5% | nt | -1.9%
COc1ccccc1N1CCN(C(=O)c2cc3cc(Br)ccc3oc2=O)CC1 | -3% | -2% | 2% | 18% | 1.1% | -1.0% | 8%&5% | -1% | 2.6%
O=c1oc2ccccc2n1CSc1nc2ccccc2s1 | -1% | 10% | 0% | 5% | -0.4% | 0.0% | 12% | -3% | 21%
COCCSc1ccccc1C(=O)N1CCN(Cc2ccccc2)CC1 | 1% | 3% | 1% | -8% | 0.6% | -0.3% | 10% | 7% | 1.9%
COC(=O)[C@H](CCSC)NC(=O)Nc1ccc(C(C)=O)cc1 | 6% | 3% | -11% | 0% | -0.2% | 0.5% | 2% | 0% | -0.7%
CCOCCCNC(=O)c1cc2c(-c3ccc(Cl)cc3)nn(C)c2s1 | -1% | 24% | 9% | -2% | 0.2% | 0.7% | 0% | -3% | 3.8%
CCCc1cc(C(=O)Nc2sc(C)c(C)c2C(=O)OCC)no1 | -1% | 7% | 14% | 5% | 1.6% | -0.6% | 3% | -3% | nt
Cc1cccc(Cn2c(N3CCCCC3C)nc3c2c(=O)[nH]c(=O)n3C)c1 (centres undefined) | -3% | 0% | 1% | 0% | -2.7% | -0.4% | 1% | -2% | 10%
Cn1nnnc1SCC(=O)c1c(N)n(C2CC2)c(=O)[nH]c1=O | 3% | 4% | nt | nt | nt | -0.1%[50 µM] | nt | nt | 0.4%
Cc1ccc(C(O)P(=O)(OCc2ccccc2)c2ccc(N(C)C)cc2)cc1 (centres undefined) | 0% | 14% | -4% | -2% | -1.1% | 3.0% | 5% | 8% | 0.3%
Cc1ccc(S(=O)(=O)NC(=O)NCc2ccc(Cl)cc2)cc1 | 1% | -2% | -4% | -2% | 1.3% | 1.4% | 4% | 3% | 0.7%
Cc1ccc(C)c(N2C(=O)CC(Cc3ccc(Br)cc3)C2=O)c1 (centres undefined) | 12% | 7% | 2% | -1% | -0.4% | 1.1% | 19% | 4% | 10%
COCCN(C(=O)CSc1nnc(-c2ccccc2F)o1)c1c(N)n(CC(C)C)c(=O)[nH]c1=O | 0% | 11% | 0% | nt | nt | 1.1%[50 µM] | 11% | nt | -0.8%
O=C(O)C1CCCCC1C(=O)Nc1ccccc1F (centres undefined) | -4% | 3% | -9% | 11% | -1.2% | 1.1% | -2% | 9% | 0.7%
N#Cc1ccc(OCC(=O)N/N=C(\CCC(=O)O)c2cccs2)cc1 | 7% | 8% | 8% | -3% | -0.1% | 0.5% | 3% | 9% | 1.5%
NC(=O)NC(=O)CSc1cccc(C(F)(F)F)c1 | -2% | -1% | 8% | -4% | 0.4% | 0.4% | 5% | 5% | 2.4%
O=C(NN1CCCCC1)c1cnn2c(C(F)F)cc(-c3ccccc3)nc12 | -5% | -1% | -5% | -11% | -1.5% | 0.5% | 8% | -9% | -0.5%
O=C(NCCSc1ccc(Br)cc1)c1ccc2nc[nH]c2c1 | -2% | 7% | -4% | -5% | 1.6% | 0.1% | 19% | 13% | 12%
CC(C)(C)c1ccc(OCC(=O)N(c2ccccn2)C2CCCCC2)cc1 | -3% | 7% | -8% | 10% | 0.2% | 1.6%[50 µM] | -1% | -6% | 0.8%
COP(=O)(c1ccc(N(C)C)cc1)C(O)c1ccccc1 (centres undefined) | -7% | 3% | 4% | 5% | 0.5% | -0.4%[50 µM] | 4% | -9% | 1.2%
COC(=O)Nc1ncc(CN2CCC(c3ccccc3)CC2)s1 | -2% | -2% | 20% | 4% | 1.0% | -0.2% | -6% | 14% | -0.2%
O=C(NCc1cccs1)C1CCN(S(=O)(=O)c2cccc3nsnc23)CC1 | 5% | 0% | 7% | 18% | 1.1% | -0.5% | 2% | -4% | 1.8%
N#Cc1c(NC(=O)C(=O)NCCCN2CCOCC2)sc2c1CCC2 | -10% | -10% | -2% | -15% | -1.2% | -0.1% | 5% | 3% | 0.1%
CCc1ccc2[nH]c3nc(SCc4nnc(-c5ccc(C)cc5)o4)nnc3c2c1 | -7% | 1% | 1% | 12% | 1.4% | 3.0% | 22% | -6% | 0.3%
O=C1c2ccccc2C(=O)N1CCC#Cc1ccc2cc(C3(O)CCCCC3)oc(=O)c2c1 | 1% | 1% | nt | nt | nt | 0.8% | nt | nt | -1.0%
COc1cccc(C2=NOC(C(=O)Nc3cc(OC)c(OC)c(OC)c3)C2)c1 (centres undefined) | -1% | 7% | -5% | -2% | 2.3% | 0.3% | -4% | 8% | 0.0%
FC(F)(F)c1cccc(NC(=S)N2CCCC2)c1 | -1% | nt | 0% | 0% | -1.7% | 0.4% | 3% | -18% | 1.7%
COc1ccc(CNC(=O)c2ccc3oc(C(C)C)nc3c2)cc1 | -9% | 6% | 0% | -13% | -0.3% | 0.1% | -2% | 4% | 3.4%
Cc1cc(NS(=O)(=O)c2ccc(NC(=O)c3cnc4scc(C)n4c3=O)cc2)nc(C)n1 | -2% | -3% | -4% | 4% | 1.2% | -0.6% | 13% | -5% | 0.4%
C=CCN1C(=O)C(Cc2ccc(C)cc2)S/C1=N/N=C/c1ccco1 (centres undefined) | -7% | 1% | 11% | 1% | 2.8% | 0.0% | 15% | -4% | 0.7%
CC12CCC(=O)N1C(C(=O)OCC(=O)Nc1ccc(Cl)c(Cl)c1)CS2 (centres undefined) | -2% | 3% | 10% | -7% | 0.0% | 0.6% | 6% | -8% | 2.6%
CC1CCCC(C)N1C(=O)c1ccc(S(=O)(=O)N2CCCC2)cc1 (centres undefined) | 6% | 7% | nt | nt | nt | 0.4%[50 µM] | nt | nt | 1.2%
COc1ccc(OC)c(NC(=O)C2CCC(CNc3c(N4CCC(C)CC4)c(=O)c3=O)CC2)c1 (centres undefined) | 0% | 5% | 10% | -1% | 1.4% | 0.0% | -5% | 9% | -1.0%
Cc1c(C=O)cnn1CCC(=O)O | 0% | 4% | nt | nt | nt | 0.0% | nt | nt | -0.1%
CCOC(=O)CSc1nnc(CSc2nc3ccccc3s2)n1C | -3% | 0% | 5% | 5% | -1.3% | 2.3% | -1% | 9% | 3.0%
Cc1noc(C)c1C(=O)N1CCCC(N2CCN(c3cccc(C(F)(F)F)c3)CC2)C1 (centres undefined) | 1% | 9% | 1% | 7% | 0.3% | 0.3%[50 µM] | 1% | -10% | 0.9%
O=C(NC(=S)NC1CCCC1)c1ccccc1 | -5% | 8% | -6% | -1% | -0.8% | 0.0%[50 µM] | 10% | -3% | 7.2%
COc1cc(CNC2CCCC2)cc(Cl)c1OCc1ccccc1Cl | -2% | 3% | -4% | 28% | -3.0% | -4.9% | 19% | 38% | -3.6%
CCOC(=O)c1c(NC(=O)CSc2nnc3ccccn23)sc2c1CCC2 | 2% | 11% | 5% | -2% | 1.4% | 0.0% | 7% | -5% | 4.9%
Cc1ccc(C(=O)C(C)Sc2nnc(N)s2)cc1 (centres undefined) | -4% | 8% | -6% | 10% | -1.4% | 3.7% | 7% | -3% | -0.5%
CC(C)CCNC(=O)CCn1nc(-c2ccc(Cl)cc2)ccc1=O | 1% | 2% | 12% | -3% | 0.0% | 0.1% | -1% | -9% | 2.4%
C/C(=N/NC(=O)c1ccncc1)c1ccc(NC(=O)c2ccccc2)cc1 | -5% | 6% | 8% | -1% | -1.0% | -0.2%[50 µM] | 21% | 0% | 0.1%
COCc1[nH][nH]c(=O)c1C=Nc1ccccc1 | 6% | 9% | -2% | 2% | 1.5% | -0.1% | 11% | -1% | 4.8%
More records follow.
SMILES | Dengue-2 NS5 capping | Rac1 GTP hydrolysis | Salmonella PhoP GFP | GPR55 antagonists | HIV fusion peptide | K1F lysis inhibition | Large T inhibition | GPR35 arrestin U2OS | RSV antiviral HEp-2 | others
CC(Oc1ccc(Cl)cc1Cl)C(=O)NCCCN(C)C (centres undefined) | -6% | 5% | -4% | -2% | -0.5% | 0.3% | 13% | -5% | -0.7%
O=C(Nc1ccc(F)cc1)N1CCOCC1 | -7% | 8% | -4% | -1% | -2.0% | 0.3% | 1% | 10% | 2.2% | Dengue-2 NS5 capping pilot replicate=-5.6
CCC(=O)/C(=C(/O)c1ccccc1)c1nc2ccccc2[nH]1 | nt | 4% | -6% | 4% | -0.7% | 0.2% | 14% | -4% | 0.0%
Cn1ncc(Br)c1C(=O)NC12CC3CC(CC(C3)C1)C2 | -4% | -1% | 8% | 3% | -0.6% | 1.0% | 6% | -1% | 0.3%
O=c1c2sc3nc(N4CCOCC4)c4c(c3c2ncn1-c1ccccc1)CCCC4 | 2% | 1% | -2% | -7% | -0.8% | 0.7% | 5% | -12% | ?
